Bioassay records (PubChem)
CCT modulator – High-Throughput Screening for Modulators of Cytosolic Chaperonin Activity | purified chaperonin ATPase assay, HTRF ADP detection, 30 min | activity change, % (test concentration not listed), hits read low | 360,000 compounds, 0.3% hits | AID 651819, 2012; in the data active = activity change below about -30%; also: % is scaled to controls: 0 for no effect and ±100 for the full control effect
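ATPase activity: ADP formed was measured by HTRF Transcreener (665/615 nm ratio) after 30 min at 37 deg C with 10 uM ATP. Compounds screened at one 76 uM concentration against 40 or 20 nM TRiC in Tris pH 7.4/KCl/MgCl2/DTT buffer.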
ATXN viability – Viability Counterscreen for Primary qHTS for Inhibitors of ATXN expression; Potency, µM (highest dose often 56.7 µM), most hits filed as cytotoxic; S2 cells (HEK-293 line with an ATXN2-luciferase reporter) viability, CellTiter-Fluor protease fluorescence, 24 h; AID 651635, 2014; 400,000 compounds, 0.49% hits; also: potency is read from the fitted curve at half-maximal effect; nearly all actives have a fitted effect of over 40% in size
pAkt inh – HTS Assay for Inhibitors of Akt Phophorylation: Primary Screen; Neuro2A IGF-stimulated pAkt S473 HTRF, 20 min; hits give low values; activity change, % for hits at 50 µM; 360,000 compounds, 0.32% hits; in the data active = activity change below about -80%; inconclusive = mostly about -51% to -80%; also: % is scaled to controls: 0 for no effect and ±100 for the full control effect
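Neuro2A cells in DMEM with 0.5% FBS, overnight at 37 deg C, given compound at single 50 µM final, then IGF (6 nM final) for 20 min at 37 deg C. Lysed; phospho-Akt Ser473 by HTRF after 24 h, 665/615 ratio.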
Nrf2 block – Nrf2 qHTS screen for inhibitors; A549 ARE-Fluc reporter, luciferase luminescence, 18-24 h; Potency, µM (series often up to 46 µM), for inactives: top-dose activity change, negative = inhibition, actives largely listed as inhibitors; 360,000 compounds, 2.1% hits; AID 504444, 2011; also: potency is read from the fitted curve at half-maximal effect; % is scaled to controls: 0 for no effect and ±100 for the full control effect; nearly all actives have a fitted effect of over 60% in size
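Nrf2 function is reported as luminescence of an ARE-controlled luciferase in A549 cells. Compounds were tested at several concentrations, and a CellTiter-Fluor read on the same wells flagged cytotoxicity.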
HepG2 viability – qHTS for Inhibitors of TGF-b: Cytotox Counterscreen; Potency, µM (series often up to 46.1 µM), for the others: at the top dose activity change, negative = cytotoxicity, usual class: cytotoxic; AID 588856, 2011; 410,000 compounds, 0.76% hits; HepG2 CAGA-GFP viability, ATP luminescence, 18 h; also: potency is read from the fitted curve at half-maximal effect; some results filed as inactive show a strong effect at the top dose
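HepG2 CAGA-GFP cells (1000/well, DMEM with 1% FBS) received compound, then TGF-beta at 500 pg/mL final, and were incubated 18 hours at 37 degrees C. Viability was read by CellTiter-Glo luminescence. Media-only wells were set as complete cell-killing and DMSO as no toxicity.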
TGFb SMAD3 inh – qHTS for Inhibitors of TGF-b; HepG2 CAGA-GFP TGF-b/SMAD3 reporter, GFP fluorescence, 18 h; TGF-beta stimulated, 500 pg/mL final; Potency, µM (series often up to 46.1 µM), inactives show top-dose activity, negative = inhibition, most hits filed as inhibitors; 410,000 compounds, 1.2% hits; AID 588855, 2011; also: potency is read from the fitted curve at half-maximal effect; % is scaled to controls: 0 for no effect and ±100 for the full control effect; nearly all actives have a fitted effect of over 65% in size
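Read-out: total well GFP (ex488/em500-530) summed from mean per-cell fluorescence. Cells: HEPG2 CAGA-GFP, 1% FBS DMEM, 18 h at 37 degrees C with 500 pg/mL final TGF-beta. Unstimulated wells served as the full-inhibition control; stimulated DMSO wells = 0%.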
A549 viability – Nrf2 qHTS screen for inhibitors: counterscreen for cytotoxicity; AID 504648, 2011; Potency, µM (doses to about 46 µM), inactives show top-dose activity change, negative = cytotoxicity, hits mostly inhibitors; A549 ARE-Fluc cells, CellTiter-Fluor viability, 18-24 h; 390,000 compounds, 0.16% hits; also: potency is read from the fitted curve at half-maximal effect; % is scaled to controls: 0 for no effect and ±100 for the full control effect
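A549 ARE-Fluc cells in 5% FBS OPTI-MEM, 5000 cells/well, rested 2 h then exposed to compounds in concentration-response for 18-24 h at 37 °C. Viability by CellTiter-Fluor fluorescence (Ex 405/Em 525) after 30 min; luciferase luminescence (BugLite, 15 min, RT) read afterwards.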
Mm-Cpn inhibitor – Inhibitors of TCP-1 ring complex (TRiC) of Methanococcus maripaludis (MmCpn): qHTS; Chaperonin Mm-Cpn (Methanococcus maripaludis); purified Mm-Cpn ATPase, ADP Transcreener TR-FRET; Potency, µM (highest dose often 76.9 µM), for inactives: top-dose activity, negative = inhibition, most hits filed as inhibitors; 330,000 compounds, 0.031% hits; AID 504842, 2011; also: potency is read from the fitted curve at half-maximal effect; % is scaled to controls: 0 for no effect and ±100 for the full control effect; nearly all actives have a fitted effect of over 80% in size
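Inhibition of chaperonin ATP hydrolysis is measured as reduced ADP production, detected by competitive TR-FRET in which signal falls with ADP. Final enzyme 25 nM and ATP 10 uM, reacted 30 min at 37°C.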
Nrf2 ARE act – qHTS of Nrf2 Activators | AREc32 ARE-luciferase reporter (MCF7-derived line), luminescence, 24 h | Potency, µM (highest dose often 46.1 µM), for inactives: at the top dose activation, most hits filed as activators | 410,000 compounds, 0.31% hits; also: potency is read from the fitted curve at half-maximal effect; % of control where 0% means no effect; nearly all actives have a fitted effect of over 65% in size
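Steps: seed AREc32_Fluc cells (1000/well, 5% FBS OPTI-MEM); incubate overnight at 37 deg C; add 23 nL compound; incubate 24 hr; add Steady-Glo; hold 30 min RT; read luminescence.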
An asterisk follows results filed as active; i = inactive; ? = inconclusive; / = no result given; & = joins results of further samples; [ ] = dose if it differs, or a comment. Unless noted, calls follow the shape of the dose curve; as a rule, active = well fitted curve in the direction sought with a large enough effect; inconclusive = small, poorly fitted or top-dose-only effect, or another doubt; inactive = no such curve, though single readings can be large; an effect the other way counts as inactive or inconclusive.

SMILES	CCT modulator	ATXN viability	pAkt inh	Nrf2 block	HepG2 viability	TGFb SMAD3 inh	A549 viability	Mm-Cpn inhibitor	Nrf2 ARE act
O=C(NCc1cccc(F)c1)C1CCC(=O)N(C2CC2)C1 (configuration not stated)	1.5	i	i	2%	3%	0%	-7%	-1%	0.1%
CCN1CCc2c(sc(NC(=O)Cc3ccccc3)c2C(=O)OC)C1	-2.5	i	i	4%	-3%	-11%	10%	1%	3.7%
CCOCCCNC(=O)c1ccc2c(=O)n(CCc3ccccc3)c(=O)[nH]c2c1	/	i	/	4%[9.27 µM]	-18%	1%	0%	/	-0.5%
Cc1ccc(S(=O)(=O)Nc2ccc(-c3ccc(N4CCCCCC4)nn3)cc2)cc1C	/	i	/	/	-27%	30%	8%	/	-0.1%
CC1CCCN(C(=O)COC(=O)c2ccc[nH]c2=O)C1 (configuration not stated)	2.1	i	i	/	1%	-2%	5%	-2%	-0.4%
Cc1cccc(N(CC(=O)NC2CCCC2)C(=O)CS(=O)CC(=O)Nc2ccc3c(c2)OCO3)c1 (configuration not stated)	-2.5	i	/	/	1%	34%[activator]	8%	-1%	-0.4%
COC(=O)CN1CCN(C(c2ccccc2)c2ccccc2)CC1	-0.3	i	i	-25%	-52%	5%	-22%	0%	0.5%
COc1ccc(C2c3c(oc4ccccc4c3=O)C(=O)N2c2ccc(C)cn2)cc1OC (configuration not stated)	0.8	i	i	14%	-3%	3%	-9%	-1%	-0.5%
O=C(NCc1cccs1)c1ccc(Cl)c(S(=O)(=O)N2CCOCC2)c1	0.8	i	i	/	1%	4%	/	/	-0.6%
C[C@H](O)[C@@H]1C(=O)N2CCc3c([nH]c4ccccc34)[C@@H]2C[C@@H]1N(C)S(=O)(=O)c1ccccc1	-2.5	i	i	/	-27%	-14%	/	/	2.8%
COC(=O)c1cccc(C23CC4(C2)[C@H](CN(Cc2cccnc2)[C@@H]4c2ccccc2)C3c2ccc(C(F)(F)F)cc2)c1 (some centres not stated)	-2.9	i	i	?	-21%	-8%	2%	-1%	3.5%
O=C(/C(=N/N=C/c1ccc(O)c(O)c1O)c1ccccc1)c1ccccc1	-1.5	?	i	?	-49%	?	?	1%	2.6%
COc1ccc2c(c1)O[C@H]1c3ccc(O)cc3OC[C@@H]21	-2.5	i	i	4%	13%	1%	1%	/	?
Cc1ccc(C(O)c2ncc(-c3ccc(F)cc3)[nH]2)cc1F (configuration not stated)	-0.7	?	i	/	-24%	-3%	/	/	0.3%
O=[N+]([O-])c1ccccc1SN(Cc1ccccc1)c1ccccn1	-2.4	i	i	8%	-20%	-10%	7%	0%	2.7%
O=C1C(Cl)=C(NCCc2ccccc2)C(=O)N1CCc1ccccc1	-2.5	i	i	13%	-16%	-10%	0%	0%	3.3%
Cc1ccccc1CC(=O)N1CC(C)OC(C)C1 (configuration not stated)	-3.0	i	i	-21%	3%	1%	1%	-2%	0.0%
CCN1C(=O)/C(=C/c2ccc(C)s2)NC1=S	-3.2	i	i	-6%	-8%	25%	-3%	-3%	3.7%
CCC1CCCCN1CCCNC(=O)c1cn(CC(C)C)c(=O)c2cc(OC)c(OC)cc12 (configuration not stated)	-0.1	i	i	5%	-37%	5%	0%	-3%	0.0%
CCC1(c2ccc(Cl)cc2)NC(=S)N(c2ccccc2)N1 (configuration not stated)	-5.7	i	i	5%	-26%	-10%	-1%	1%	4.4%
O=C(Nc1nc(-c2cccs2)c(-c2cccs2)s1)C1(c2ccccc2)CC1	-2.7	i	i	-16%	-23%	1%	-5%	-17%	0.0%
CCn1c(=O)c2cc(C(=O)N(CCN(C)C)Cc3ccccc3)sc2c2ccccc21	/	?	/	10%	-49%	?	3%	/	6.5%
O=C(CSc1nccn1Cc1ccccc1)NC1CCCC1	-1.4	i	i	13%	-83%&-3%	-17%&-3%	5%&11%	0%	-0.2%&0.6%
CN1OC[C@@H]2CN(Cc3cc(Cl)cc(Cl)c3)[C@H](c3cccc(Br)c3)C[C@@H]21	-2.2	?	i	?	-39%	-13%	-2%	/	0.9%
CC(C)NC(=O)C1(C)CCN1C(=O)c1cccc(Cl)c1 (configuration not stated)	-0.4	i	i	/	0%	-15%	/	/	0.4%[9.22 µM]
SMILES	CCT modulator	ATXN viability	pAkt inh	Nrf2 block	HepG2 viability	TGFb SMAD3 inh	A549 viability	Mm-Cpn inhibitor	Nrf2 ARE act
Cc1nn(C)c(C)c1S(=O)(=O)N(CC(=O)NCCc1ccc(Cl)cc1)c1ccc(C(C)C)cc1	/	/	/	0%	-1%	1%	0%	/	0.4%
COc1ccc(C2CCN(CC(=O)N(C)C)CC2O)cc1 (configuration not stated)	-0.2	i	i	18%	-1%	19%	6%	0%	0.4%
Cc1ccc(NC(=O)/C=C\C(=O)O)c([N+](=O)[O-])c1	1.0	i	i	11%	9%	24%	-8%	1%	9.3%
Nc1c(C(=O)Nc2ccc(Cl)c(C(F)(F)F)c2)sc2nc(-c3ccncc3)ccc12	/	/	/	7.3µM*	-21%	?	-4%	/	0.4%
O=C(c1cccn2c(=O)c3cc(Cl)ccc3nc12)N1CCN(c2ccccc2F)CC1	/	i	/	/	-22%	-14%	7%	/	3.4%
COc1ccccc1N1CCN(C(=O)c2ccncc2)CC1	-1.8	i	/	2%	1%	9%	-1%	-1%	-0.2%
Cc1c(Cl)cccc1NC(=S)N1CCOCC1	-3.4	i	i	-2%	4%	-3%	0%	1%	0.4%
Cc1cc(C)cc(C(=O)NCC(=O)OCC(=O)Nc2ccc(C)cc2Br)c1	0.0	i	i	7%	0%	2%	0%	2%	-0.8%
O=C(CSc1nnc(-c2ccncc2)n1Cc1ccco1)N1c2ccccc2Sc2ccc(Cl)cc21	1.4	i	i	?	1%	17%	-30%	1%	0.1%
COc1ccc2c(C)cc(SCC(=O)Nc3cccnc3Cl)nc2c1	-0.2	i	i	21%	-7%	13%	11%	-7%	3.8%
COC(=O)CSc1nnc(-c2ccco2)n1Cc1ccco1	-7.3	i	i	-20%	0%	-6%	-23%	2%	0.4%
CCc1nc2ccc(C(=O)NCCN3CCOCC3)cn2c1N(CC)CCOC	-1.8	i	i	/	6%	16%	/	/	-1.1%[9.22 µM]
CC(C)OC(=O)c1c(NC(=O)c2cnn3c2NC(c2ccccc2)CC3C(F)(F)F)sc2c1CCCC2 (configuration not stated)	-4.9	i	i	11%	4%	-2%	-3%	-2%	2.0%
CC(C)N(Cc1ccccc1)C(=O)COC(=O)c1ccccc1SCC(=O)N1CCCC1	1.1	i	i	3%	4%	1%	1%	-4%	-0.1%
O=C(CC(=O)c1ccccc1)Nc1ccc2c(c1)OCCO2	-0.8	i	i	/	-5%	8%	0%	0%	0.6%
COc1ccc(/C=C/C(=O)O/N=C(\N)c2ccccc2)cc1OC	-0.9	i	i	?	-34%	-17%	-16%	0%	4.5%
O=C(Nc1ccc(F)cc1F)C1CCN(C(=O)c2cnn(-c3ccccc3)c2-n2cccc2)CC1	/	i	/	25%	-4%	?	-1%	/	6.5%
Cc1cc(C)n(-c2nc3c(c(=O)[nH]c(=O)n3C)n2Cc2ccccc2)n1	-0.8	i	i	-5%	-15%	7%	-1%	0%	-0.3%
O=C(c1ccco1)N1CCN(C(=O)c2cc(-c3ccc(F)cc3)no2)CC1	-0.1	i	i	5%	-4%	-13%	2%	?	-0.4%
OCCN(CC#CCn1c2ccccc2c2ccccc21)CCO	-0.6	i	i	15%	0%	6%	8%	-1%	0.1%
C=CCN(C#N)c1nc(OC)nc(N2CCCC2)n1	-0.1	?	i	-7%	4%	12%	-3%	-4%	0.3%
CCn1cc([N+](=O)[O-])c(C(=O)NCc2ccc(Cl)cc2)n1	1.0	i	i	-10%	14%	-2%	14%	-1%	-0.5%
COc1ccc(NC(=O)c2c(NCc3sccc3C)sc3c2CCCC3)c(OC)c1	/	?	/	/	-13%	?	?	/	7.6%
CCn1nnc2cc(C(=O)O)ccc21	-3.2	i	i	4%	-4%	-1%	0%	4%	-0.2%
CCn1c(SCC(=O)N2CCCCC2)nc(O)cc1=O	-2.1	i	i	5%	-6%	?	-6%	1%	0.1%
Cc1occc1C(=O)NN=C1C2CC3CC(C2)CC1C3	-2.5	i	i	?	8%	2%	12%	-3%	-0.7%
NS(=O)(=O)c1ccc(CCNS(=O)(=O)c2ccc(Cl)cc2)cc1	-4.9	i	i	4%	-22%	-7%	5%	0%	-0.7%
CCN(CCNC(=O)CC1Oc2ccccc2NC1=O)c1ccccc1 (configuration not stated)	1.9	i	i	7%	3%	?	2%	1%	0.2%
C=CCN1C(c2ccccc2)=CS/C1=C(/C#N)c1nnc(N2CCOCC2)n1-c1ccccc1	3.2	i	i	-1%	-7%	4%	9%	-2%	-0.6%

Compound profiles (already shown). Order of values: CCT modulator	ATXN viability	pAkt inh	Nrf2 block	HepG2 viability	TGFb SMAD3 inh	A549 viability	Mm-Cpn inhibitor	Nrf2 ARE act
O=C(Nc1ccc(F)cc1F)C1CCN(C(=O)c2cnn(-c3ccccc3)c2-n2cccc2)CC1 in the list: /	i	/	25%	-4%	?	-1%	/	6.5%
O=C(CC(=O)c1ccccc1)Nc1ccc2c(c1)OCCO2 in the list: -0.8	i	i	/	-5%	8%	0%	0%	0.6%
Cc1nn(C)c(C)c1S(=O)(=O)N(CC(=O)NCCc1ccc(Cl)cc1)c1ccc(C(C)C)cc1 in the list: /	/	/	0%	-1%	1%	0%	/	0.4%
